# Vif-APOBEC3G blk = inhibitors of Vif-APOBEC3G interaction. Q9HC16. HeLa A3G-eYFP + Vif (tagged APOBEC3G with the HIV-1 protein that degrades it), YFP fluorescence, overnight. Potency, µM (doses to about 46.1 µM), for the others: top-dose activity, negative = active, usual class: inhibitors. actives 0.076% (n = 410,000). AID 602310;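 further: on the % scale 0 is the no-effect control and ±100 the full control effect; nearly all actives have a fitted effect of over 60% in size; hits raise eYFP signal because A3G escapes Vif-driven loss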
#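 Read-out is eYFP fluorescence (Ex 488/Em 500-530) from Vif-expressing HeLa A3G-eYFP cells; more signal means A3G escaped Vif-mediated degradation. Cells plated overnight, compound pinned in, incubated overnight at 37 deg C.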
# RGS4 inh = blocks human RGS4-accelerated GTP hydrolysis | AID 504845 | Transcreener GDP fluorescence polarization, RGS4-accelerated GTP hydrolysis | actives 0.039% (n = 390,000) | Potency, µM (series often up to 114 µM), without a hit: at the highest dose activity change, negative = inhibition, actives largely listed as inhibitors; further: on the % scale 0 is the no-effect control and ±100 the full control effect; nearly all actives have a fitted effect of over 75% in size; some results filed as inactive show a strong effect at the top dose
# Target sequence (P49798 whole entry, looked up): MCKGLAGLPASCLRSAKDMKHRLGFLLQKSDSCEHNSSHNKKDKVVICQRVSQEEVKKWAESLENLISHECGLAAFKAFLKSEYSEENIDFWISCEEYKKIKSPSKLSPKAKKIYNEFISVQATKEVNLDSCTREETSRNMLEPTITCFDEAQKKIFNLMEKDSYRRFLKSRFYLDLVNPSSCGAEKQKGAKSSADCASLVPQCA
#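 MLSMR compounds (23 nl, pin-transferred) preincubated 10 min at room temperature with a 500nM (2x) first reagent, then RGS4 at 900nM (2x) plus Transcreener GDP mix added; fluorescence polarization (620/688 nm) read before and after 90 min at 30 °C.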
# RXFP1 ag = activates the human relaxin receptor RXFP1. HEK293T-RXFP1 cAMP TR-FRET, 30 min; response scale: percent of porcine relaxin response, buffer zero. Potency, µM (series often up to 57.5 µM), without a hit: at the highest dose activation, hits mostly activators. actives 0.3% (n = 370,000). AID 2676; further: on the % scale 0 is the no-effect control and ±100 the full control effect; nearly all actives have a fitted effect of over 60% in size; many of its hits are not listed in these tables
#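 cAMP rise read by TR-FRET after 30 min, 37C compound exposure (up to 58 uM) in RXFP1-transfected HEK293 cells with Ro 20174 present. EC50 from Hill-equation fits, with 29 nM porcine relaxin as 100% and buffer as basal.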
# Vif-A3F inh = blocks the Vif interaction with APOBEC3F; HeLa A3F-eYFP + Vif (tagged APOBEC3F with the HIV-1 protein that degrades it), YFP fluorescence increase; actives 0.2% (n = 390,000); Potency, µM (titrated, usually from 46.1 µM), for the others: at the top dose activity, negative = active; further: % of control where 0% means no effect; nearly all actives have a fitted effect of over 65% in size
#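 HeLa cells stably expressing Vif plus C-terminally eYFP-tagged A3F were seeded, incubated overnight at 37 deg C, dosed with compound, incubated overnight again at 37 deg C. Yellow fluorescence (Ex 488/Em 500-530) reported blocked Vif-mediated A3F-eYFP degradation.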
# TrxR1 substrate = substrates of rat thioredoxin reductase 1; O89049; actives 0.01% (n = 390,000); Potency, µM (doses to about 114 µM), without a hit: top-dose activity change, negative = substrate turnover; purified TrxR1 substrate turnover, NADPH consumption readout; further: on the % scale 0 is the no-effect control and ±100 the full control effect; nearly all actives have a fitted effect of over 50% in size
#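 Rat TrxR1, dispensed at 90 nM, was prereduced with 400 uM NADPH (final) for 5 min at ~22 deg C, then incubated with compound 15 min before 400 uM selenite. A first-read NADPH fluorescence drop versus no-compound background flagged substrates.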
# USP1-UAF1 inh = inhibitors of human USP1/UAF1 deubiquitinase. Potency, µM (top dose mostly 57.1 µM), without a hit: at the top dose activity change, negative = inhibition, most hits filed as inhibitors. recombinant USP1/UAF1, Ub-Rhodamine cleavage fluorescence. actives 0.23% (n = 390,000); further: on the % scale 0 is the no-effect control and ±100 the full control effect; nearly all actives have a fitted effect of over 60% in size; inactives centre near -12
# Target sequence (O94782 whole entry, looked up): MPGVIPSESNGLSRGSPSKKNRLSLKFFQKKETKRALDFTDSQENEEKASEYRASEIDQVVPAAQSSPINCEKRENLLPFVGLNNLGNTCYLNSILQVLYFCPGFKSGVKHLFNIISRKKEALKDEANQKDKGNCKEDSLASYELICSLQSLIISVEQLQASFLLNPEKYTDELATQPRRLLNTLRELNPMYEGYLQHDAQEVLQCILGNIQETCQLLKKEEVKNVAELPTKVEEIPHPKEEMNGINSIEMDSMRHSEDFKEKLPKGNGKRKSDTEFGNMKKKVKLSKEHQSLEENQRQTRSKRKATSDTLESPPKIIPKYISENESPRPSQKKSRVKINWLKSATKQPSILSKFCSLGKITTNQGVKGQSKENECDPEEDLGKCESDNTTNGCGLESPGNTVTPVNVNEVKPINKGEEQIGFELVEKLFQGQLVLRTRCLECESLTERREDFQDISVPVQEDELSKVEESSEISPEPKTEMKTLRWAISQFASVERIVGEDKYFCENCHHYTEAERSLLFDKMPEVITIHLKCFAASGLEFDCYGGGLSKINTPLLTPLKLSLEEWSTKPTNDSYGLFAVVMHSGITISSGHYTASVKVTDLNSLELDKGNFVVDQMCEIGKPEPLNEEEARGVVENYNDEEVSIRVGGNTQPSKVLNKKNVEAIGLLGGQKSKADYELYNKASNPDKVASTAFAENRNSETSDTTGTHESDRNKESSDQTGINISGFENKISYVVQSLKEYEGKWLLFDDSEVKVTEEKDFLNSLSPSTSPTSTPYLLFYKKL
#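 USP1/UAF1 complex (1 nM) preincubated 15 min at room temperature with compound, then Ub-Rho substrate (150 nM final) added. Kinetic fluorescence at 480/540 nm over 6 reads at 60 s intervals; 50 mM HEPES pH 7.8, 0.5 mM EDTA, 0.1 mg/ml BSA, 1 mM TCEP, 0.01% Tween-20.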
# rTrxR1 inhibitor = rat TrxR1 inhibition | O89049 | recombinant rTrxR1, NADPH fluorescence consumption, selenite substrate | Potency, µM (titrated, usually from 114 µM), without a hit: at the highest dose activity change, negative = inhibition, usual class: inhibitors | actives 1% (n = 390,000) | AID 588453; further: on the % scale 0 is the no-effect control and ±100 the full control effect; nearly all actives have a fitted effect of over 65% in size
#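 Rat TrxR1 (90 nM in the dispensed reagent) was pre-reduced with 400 uM NADPH for 5 min at room temperature, then incubated with compound for 15 min. After 400 uM selenite was added, NADPH fluorescence (Ex 340/Em 450 nm) was followed for 8 min.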
# ALOX12 inh = inhibitors of human 12S-lipoxygenase ALOX12 | purified 12hLO, xylenol orange hydroperoxide absorbance | Potency, µM (doses to about 108 µM), without a hit: top-dose activity change, negative = inhibition, usual class: inhibitors | actives 1.1% (n = 580,000); further: on the % scale 0 is the no-effect control and ±100 the full control effect
#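 Purified human 12hLO (150 nM final) in 25 mM Hepes, 0.01% Triton X-100, pH 7.0 was preincubated 15 min at room temperature with compound. Then 40 uM arachidonic acid was added, 30 min. Hydroperoxide was read by Fe-XO absorbance ratio 573/405 nm.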
# IDH1 R132H inh = blocks human mutant IDH1 R132H enzyme. IDH1-R132H enzyme, NADPH consumption, diaphorase/resazurin fluorescence. O75874. actives 0.093% (n = 390,000). Potency, µM (highest dose often 76.6 µM), for the others: top-dose activity change, negative = inhibition, usual class: inhibitors; further: on the % scale 0 is the no-effect control and ±100 the full control effect; nearly all actives have a fitted effect of over 65% in size
#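 IDH1-R132H (0.5 ug/mL dispensed) in pH 7.5 Tris buffer was preincubated 30 min with compound, then given a substrate mix of 0.016 mM NADPH and 2 mM alpha-KG for 80 min at room temperature; remaining NADPH was read by diaphorase/resazurin fluorescence.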
# * = called active by the depositor; ? = inconclusive; · = not tested or not shown; [ ] = dose if it differs, or a comment. The call rests on the fitted dose curve; in most records, active means well fitted curve in the direction sought with a large enough effect; inconclusive means small, poorly fitted or top-dose-only effect, or another doubt; inactive means no such curve, though single readings can be large; an effect the other way counts as inactive or inconclusive. Potency means the concentration at half of the fitted maximal effect. Not all compounds are listed (hit frequency here may not be typical).
# Values run as follows: rTrxR1 inhibitor	Vif-A3F inh	TrxR1 substrate	RXFP1 ag	IDH1 R132H inh	USP1-UAF1 inh	Vif-APOBEC3G blk	ALOX12 inh	RGS4 inh
- CC(=O)Nc1ccc(S(=O)(=O)N2CCCCC2C(=O)O)cc1 (stereo not given)
  11%	-5%	-1%	1.0%	-6%	-4%	-3%	-3%	29%
- O=C(CSC1=NS(=O)(=O)c2cc(Cl)ccc2N1)NCCc1ccccc1
  -13%	-3%	-14%	-0.7%	1%	-2%	2%	-19%	10%
- COc1cc(CCCN2C(=O)C(=O)NC[C@@H]2C(C)O)cc(OC)c1OC (stereo not given in full)
  20%	3%	2%	5.1%	-5%[38.3 µM]	-23%	1%	13%	-5%
- Cc1ccc(S(=O)(=O)n2nc(C)cc2C)cc1
  9%	-6%	1%	0.2%	2%	-12%	0%	0%	-2%
- Cc1ccc(S(=O)(=O)Nc2ccccc2-c2ccccc2)cc1
  6%	-17%	-4%	4.5%	9%	-25%	?	3%	13%
- COc1cccc(C(=O)NCc2ccc(N3CCN(C(=O)OC(C)(C)C)CC3)cc2)c1
  -9%	5%	-6%	0.2%	-2%	-10%	4%	5%	4%
- CNc1nc(N/N=C/c2ccc([N+](=O)[O-])cc2)nc(Nc2ccccc2)n1
  -16%	-10%	-17%	5.4%	-4%	-17%	5%	-7%	?
- CC(=O)Nc1ccc(OCC(=O)c2cc(C)ccc2C)cc1
  8%	-9%	1%	-0.9%	2%	-1%	1%	?	26%
- O=C(CSc1nc2ccccc2c(=O)n1CCC(=O)N1CCCCC1)NCc1ccccc1
  -3%[57.1 µM]	-2%	-2%[57.1 µM]	0.2%	-3%	-14%	3%	?	20%
- COc1cc(C=O)ccc1Oc1nc(Nc2ccc(F)cc2F)nc(N2CCOCC2)n1
  27%[57.1 µM]	-14%	4%[57.1 µM]	1.5%	-8%	?	0%	?	?
- S=C1NC[C@H](Cc2ccccc2)N1CC1CCN(CCCCc2ccccc2)CC1
  11%	-6%	6%	·	-5%	-23%	0%	-29%	12%
- COC(C(=O)NC1CCCCCCC1)c1ccccc1 (stereo not given)
  6%	-3%	-2%	1.1%	3%	-6%	-1%	0%	-8%
- c1cncc(-c2cn(C[C@H]3CC[C@H](Cn4cc(-c5cccnc5)nn4)O3)nn2)c1
  9%	4%	-5%	·	-5%	-11%	0%	31%[activator]	17%
- CC(=O)c1c(C)[nH]c(C(=O)COC(=O)COc2ccccc2)c1C
  2%	-27%	-5%	·	0%	-7%	2%	2%	-29%
- CCOc1ccc(S(=O)(=O)N(CC)CC(=O)NCc2cccnc2)cc1C
  -5%[57.1 µM]	-11%	-3%[57.1 µM]	2.7%	-8%	-7%	0%	-3%	-15%
- COc1cc2c(cc1OC)CN(c1nc(CN3CCOCC3)nc3sc4c(c13)CCCC4)CC2
  -12%	-5%	-11%	2.3%	-19%	-21%	?	12%	0%
- COc1ccc(S(=O)(=O)N2CCOC2CNC(=O)C(=O)NCC(C)C)cc1OC (stereo not given)
  -10%	0%	-12%	3.0%	3%	3%	0%	11%	19%
- CC(C)(C)c1csc(NC(=O)Nc2ccccc2)n1
  26%[57.1 µM]	-25%	5%[57.1 µM]	-3.1%	14%	-13%	-2%	-1%	7%
- O=C(CN1CCCCCC1)Nc1ccc(Br)cc1
  12%	-2%	4%	0.3%	-2%	-4%	1%	6%	0%
- COC(=O)[C@@]1(Cc2ccc(F)cc2)[C@H]2c3cc(C(=O)N4CCCC4)n(Cc4ccc(C(F)(F)F)nc4)c3C[C@H]2CN1C(=O)c1ccccc1
  13%[57.1 µM]	0%	6%[57.1 µM]	0.5%	-4%	-24%	-4%	10%	20%
- Cc1ccccc1CC(=O)N1CCN(S(=O)(=O)c2ccc(Cl)s2)CC1
  2%[57.1 µM]	8%	-5%	·	5%	-9%	0%	-6%	9%
- O=C(NCc1cccn1Cc1ccccc1)Nc1cccc(C(F)(F)F)c1
  19%[57.1 µM]	0%	-1%[57.1 µM]	-0.4%	0%	6%	-1%	-10%	-44%
- CCOC(=O)C1CCCN(C2=NC(=O)/C(=C/c3ccc(OC)cc3)S2)C1 (stereo not given)
  -3%	-1%	-6%	1.0%	-8%	-7%	2%	6%	14%
- Cc1ccc(C2N(c3ccccc3)C(=O)N3CCCN23)cc1 (stereo not given)
  3%	-14%	-4%	-0.1%	2%	-3%	1%	0%	17%
- Clc1ccc(CCNC(c2nnc(-c3ccccc3)o2)c2ccccc2Cl)cc1 (stereo not given)
  17%	-4%	3%	4.1%	-9%	-17%	-1%	-8%	-1%
- Cc1ccc(C)c(CN2C(=O)c3ccccc3S(=O)c3ccc(C(=O)N4CCN(c5cccc(Cl)c5)CC4)cc32)c1 (stereo not given)
  40%[activator]	2%	5%	-0.2%	14%	-24%	-1%	-22%	-18%
- CCOc1ccc(CCNC(=O)COC(=O)c2cc([N+](=O)[O-])ccc2N2CCOCC2)cc1OCC
  -3%	8%	-12%	-1.4%	-3%	-15%	-8%	-21%	13%
- COCCCNS(=O)(=O)c1ccc(Oc2ncc(C(F)(F)F)cc2Cl)cc1
  21%[57.1 µM]	-1%	-2%[57.1 µM]	1.8%	0%	-8%	0%	0%	-1%
- COc1ccc(Cl)cc1NC(=O)CCN1CCOCC1
  22%	1%	3%	0.0%	-10%	-6%	0%	-12%	3%
- N#CC1=C2SCN(C3CCCCC3)CN2C(=O)CC1c1ccc(Br)cc1 (stereo not given)
  -4%	3%	-2%	6.0%	-12%	-22%	-3%	?	?
- CCN1C(=O)C(O)(CC(=O)c2cc(C)ccc2C)c2ccccc21 (stereo not given)
  -9%[57.1 µM]	-3%	11%[57.1 µM]	-0.4%	-2%	-4%	3%	13%	-2%
- CN(C)c1ccc(CNc2ccc3c(c2)ncn3C)cc1
  ?	-6%	14%	-3.8%	-2%	-8%	1%	3%	4%
- O=C(NCc1ccccn1)C1CCN(S(=O)(=O)c2cccs2)CC1
  18%[57.1 µM]	3%	8%[57.1 µM]	3.2%	9%	-4%	-1%	15%	-9%
- Cc1sc2ccccc2[n+]1CC(=O)O
  25%	2%	-4%	3.3%	8%	-9%	0%	-8%	?
- Cc1cc2oc(=O)cc(CN3CCc4ccccc43)c2cc1Cl
  -14%	-15%	5%[57.1 µM]	2.2%	0%	-5%	-1%	?	-9%
- CCOc1ccc(S(=O)(=O)NCCN2CCOCC2)c2ccccc12
  14%	-1%	8%	0.3%	8%	-2%	-2%	4%	19%
- N/C(=N\OC(=O)CSc1ccccc1)c1ccncc1
  4%	-17%	-4%	3.6%	-4%	-28%	-18%	-4%	12%
- COc1cc(/C=C/C(=O)OCC(=O)Nc2ccc3c(c2)OCCO3)ccc1OCC#N
  45%[activator]	3%	111%[activator]	2.8%	-2%	-22%	0%	-4%	-23%
- CCc1ccc(NC(=O)c2ccc3nc(C(C)C)oc3c2)cc1
  18%[57.1 µM]	2%	0%[57.1 µM]	1.0%	0%	?	-3%	1%	-4%
- O=C(O)c1cn(C2CCCCC2)c2ccccc2c1=O
  3%[57.1 µM]	10%	8%[57.1 µM]	2.8%	-1%	-3%	1%	?	7%
- Cc1ccc2c(c1)-c1c(cnn1CC(=O)N1CCCN(Cc3ccccc3F)C1)CO2
  11%[57.1 µM]	-15%	1%[57.1 µM]	4.6%	5%	-9%	2%	31%[activator]	-7%
- COc1cc(C2/C(=C(/O)c3ccc(F)cc3)C(=O)C(=O)N2CCCC(=O)O)ccc1O (stereo not given)
  -23%	?	-18%	-2.5%	-5%	-3%	3%	?	-4%
- O=C(O)c1cccc(N2C(=O)CSC2c2c(F)cccc2Cl)c1 (stereo not given)
  16%[57.1 µM]	-6%	7%[57.1 µM]	0.5%	3%	-11%	-3%	0%	19%[11.4 µM]
- CC1(C)OC(=O)C(=CNC(CCC(N)=O)C(=O)O)C(=O)O1 (stereo not given)
  -1%	·	-2%	-0.4%	-13%	-6%	-10%	0%	2%
- Cc1cc(NS(=O)(=O)c2ccc(C(C)C)cc2)no1
  11%	-1%	-2%	-2.7%	12%	-15%	-1%	-1%	-9%
- O=C(O)c1cccnc1SCC(=O)C12CC3CC(CC(C3)C1)C2
  23%	10%	0%	-2.6%	0%	-15%	0%	14%	-7%

# Arranged by SMILES length (ascending): part of the list above.
# Values run as follows: rTrxR1 inhibitor	Vif-A3F inh	TrxR1 substrate	RXFP1 ag	IDH1 R132H inh	USP1-UAF1 inh	Vif-APOBEC3G blk	ALOX12 inh	RGS4 inh
- O=C(O)c1cccc(N2C(=O)CSC2c2c(F)cccc2Cl)c1 (stereo not given)
  16%[57.1 µM]	-6%	7%[57.1 µM]	0.5%	3%	-11%	-3%	0%	19%[11.4 µM]
- O=C(O)c1cccnc1SCC(=O)C12CC3CC(CC(C3)C1)C2
  23%	10%	0%	-2.6%	0%	-15%	0%	14%	-7%
- Cc1ccc2c(c1)-c1c(cnn1CC(=O)N1CCCN(Cc3ccccc3F)C1)CO2
  11%[57.1 µM]	-15%	1%[57.1 µM]	4.6%	5%	-9%	2%	31%[activator]	-7%

# From PubChem
